APE1 inh: blocks human APE1 abasic DNA cleavage; P27695; recombinant APE1, TAMRA/BHQ-2 abasic DNA cleavage fluorescence; Potency, µM (doses to about 65.8 µM), for the others: top-dose activity change, negative = inhibition, usual class: inhibitors; 350,000 compounds, 0.35% hits; AID 2517;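 further: potency means the concentration at half of the fitted maximal effect; plate controls were vehicle for no effect and reference inhibitor for full effect; nearly all actives have a fitted effect of over 55% in size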
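Quantitative HTS: incision of a TAMRA/BHQ-2 double-stranded substrate bearing a tetrahydrofuran abasic site by 0.75 nM APE1 raises fluorescence. Substrate 50 nM final, added after 15 min compound preincubation at room temperature; progress as third-minus-first kinetic read difference.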
BLM inh: blocks DNA unwinding by human BLM helicase | P54132 | recombinant BLM DNA unwinding, fluorescence dequenching | Potency, µM (highest dose often 56.1 µM), for the others: at the highest dose activity change, negative = inhibition, usual class: inhibitors | 350,000 compounds, 0.2% hits | AID 2528;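 further: potency means the concentration at half of the fitted maximal effect; plate controls were vehicle for no effect and no enzyme for full effect; nearly all actives have a fitted effect of over 35% in size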
Target sequence (P54132 whole entry, looked up): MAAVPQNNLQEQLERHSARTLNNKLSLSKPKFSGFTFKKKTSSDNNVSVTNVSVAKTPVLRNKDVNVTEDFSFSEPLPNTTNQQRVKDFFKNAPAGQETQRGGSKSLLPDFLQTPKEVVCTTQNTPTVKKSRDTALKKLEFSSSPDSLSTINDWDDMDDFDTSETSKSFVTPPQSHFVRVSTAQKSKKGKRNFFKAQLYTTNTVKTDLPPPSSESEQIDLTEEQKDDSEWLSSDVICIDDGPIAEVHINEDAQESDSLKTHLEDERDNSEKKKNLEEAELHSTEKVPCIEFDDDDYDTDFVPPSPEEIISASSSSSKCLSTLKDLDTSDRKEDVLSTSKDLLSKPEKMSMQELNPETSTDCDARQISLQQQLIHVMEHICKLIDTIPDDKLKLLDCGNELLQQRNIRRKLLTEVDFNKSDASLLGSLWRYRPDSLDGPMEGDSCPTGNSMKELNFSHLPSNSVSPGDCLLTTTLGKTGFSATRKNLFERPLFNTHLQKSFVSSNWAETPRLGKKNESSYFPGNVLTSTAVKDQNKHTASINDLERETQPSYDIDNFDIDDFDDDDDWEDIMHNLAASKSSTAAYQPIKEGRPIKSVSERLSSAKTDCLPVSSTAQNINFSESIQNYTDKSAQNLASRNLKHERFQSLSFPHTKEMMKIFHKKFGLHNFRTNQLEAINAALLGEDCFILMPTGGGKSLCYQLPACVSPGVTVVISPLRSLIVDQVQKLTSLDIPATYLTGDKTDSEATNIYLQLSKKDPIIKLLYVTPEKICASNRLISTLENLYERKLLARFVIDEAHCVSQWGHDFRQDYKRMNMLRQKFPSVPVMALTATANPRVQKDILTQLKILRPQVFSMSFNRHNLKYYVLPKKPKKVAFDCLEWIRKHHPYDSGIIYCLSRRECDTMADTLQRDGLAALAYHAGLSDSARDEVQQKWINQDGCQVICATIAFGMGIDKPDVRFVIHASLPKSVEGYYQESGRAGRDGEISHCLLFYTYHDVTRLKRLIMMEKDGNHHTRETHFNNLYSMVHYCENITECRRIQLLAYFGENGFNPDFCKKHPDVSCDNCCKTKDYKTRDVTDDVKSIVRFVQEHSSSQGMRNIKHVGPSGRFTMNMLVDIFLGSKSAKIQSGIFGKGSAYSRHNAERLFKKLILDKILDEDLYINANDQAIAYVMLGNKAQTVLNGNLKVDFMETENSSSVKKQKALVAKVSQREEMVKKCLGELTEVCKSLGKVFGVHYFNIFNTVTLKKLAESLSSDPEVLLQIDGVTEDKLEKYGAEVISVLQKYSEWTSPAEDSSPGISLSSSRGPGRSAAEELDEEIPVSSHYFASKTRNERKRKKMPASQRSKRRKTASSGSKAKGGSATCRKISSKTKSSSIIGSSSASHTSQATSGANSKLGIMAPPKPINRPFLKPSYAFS
Pol kappa inh: inhibitors of human DNA polymerase kappa. Q9UBT6. purified Pol kappa, fluorescent DNA synthesis assay, 10 min. Potency, µM (doses to about 107 µM), without a hit: at the highest dose activity, negative = inhibition, actives largely listed as inhibitors. 400,000 compounds, 0.53% hits; further: potency means the concentration at half of the fitted maximal effect; on the % scale 0 is the no-effect control and ±100 the full control effect
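Readout: fluorescence, taken kinetically at 0 and 10 min. Conditions: 10 nM Pol kappa, 15 min RT compound preincubation, 50 nM substrate final. Controls: enzyme-free buffer wells.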
Apoferritin bind: binds horse apoferritin like a general anesthetic | P02791 | apoferritin/1-aminoanthracene competitive binding, fluorescence | Potency, µM (doses to about 77.5 µM), for inactives: at the top dose activity change, negative = displacement, hits mostly inhibitors | 350,000 compounds, 0.074% hits | AID 485281; further: potency means the concentration at half of the fitted maximal effect; on the % scale 0 is the no-effect control and ±100 the full control effect; nearly all actives have a fitted effect of over 20% in size
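Read-out: endpoint 1-AMA fluorescence, excitation 380 nm and emission 535 nm, after compounds sit 10 min at room temperature with 10 uM horse-spleen apoferritin in 50% saturated 1-AMA/PBS. Values come from four-parameter Hill fits.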
Pol iota inh: DNA polymerase iota (human) inhibition | Q9UNA4 | Pol iota fluorescent replication assay, 10 min | Potency, µM (titrated, usually from 115 µM), for the others: top-dose activity, negative = inhibition, usual class: inhibitors | 390,000 compounds, 1% hits | AID 588590; further: potency means the concentration at half of the fitted maximal effect
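Fluorescent replication assay read twice, at 0 min and 10 min after adding 50 nM (final) substrate. Enzyme (10 nM) and compounds were first incubated 15 min at room temperature; enzyme-free buffer wells were negative controls.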
POLB inh: blocks human DNA polymerase beta activity. P06746. Pol beta primer extension/strand displacement, fluorescence kinetic. Potency, µM (titrated, usually from 114 µM), for inactives: at the highest dose activity change, negative = inhibition, most hits filed as inhibitors. 340,000 compounds, 1.3% hits; further: potency means the concentration at half of the fitted maximal effect; on the % scale 0 is the no-effect control and ±100 the full control effect
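Curves were derived by four-parameter Hill fits of normalized qHTS data. The kinetic fluorescent primer-extension read was taken at 0 and 10 min after 50 nM substrate, following a 15 min room-temperature preincubation of 10 nM enzyme with compounds.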
PGK inhibitor: inhibitors of T. brucei phosphoglycerate kinase. P07378. PGK/GAPDH coupled, Kinase-Glo luminescence, 60 min. Potency, µM (doses to about 57.5 µM), inactives show at the highest dose activity change, negative = inhibition, actives largely listed as inhibitors. 380,000 compounds, 0.043% hits. AID 602233; further: potency means the concentration at half of the fitted maximal effect; on the % scale 0 is the no-effect control and ±100 the full control effect; nearly all actives have a fitted effect of over 60% in size
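Recombinant glycosomal PGK reaction used 1,3-bisphosphoglycerate generated in-well by GAPDH (100nM final) in 100mM TEA pH 7.6, 5mM MgCl2, 0.01% Tween-20. After 60 minutes at room temperature, ATP was read by Kinase-Glo Plus luminescence end-point.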
POLH inh: DNA polymerase eta (human) inhibition. recombinant Pol eta, fluorescent DNA replication assay. Potency, µM (series often up to 114 µM), for inactives: at the top dose activity change, negative = inhibition, hits mostly inhibitors. 390,000 compounds, 1.2% hits; further: potency means the concentration at half of the fitted maximal effect; on the % scale 0 is the no-effect control and ±100 the full control effect
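Fluorescent replication assay: 50 nM final substrate added after a 15 min room-temperature compound preincubation with 10 nM enzyme. Signal taken at 0 min and again at 10 min.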
RXFP1 antagonist: RXFP1 (human) relaxin receptor antagonism; HEK293-RXFP1, relaxin-stimulated cAMP HTRF, 30 min; hits give low values; 350,000 compounds, 0.59% hits; activity change, negative = inhibition, % at 57.5 µM; AID 1259400; Q9HBX9;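 active means activity change of -60% or lower, but not beyond a set lower limit; inconclusive means change between -60% and -40%, or beyond the set limit; inactive means change above -40%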; further: on the % scale 0 is the no-effect control and ±100 the full control effect
* hit, by the source's call; i = inactive; u = inconclusive; x = not tested or not shown; & = joins results of further samples; [ ] = another dose, or the depositor's remark. Unless noted, the call rests on the fitted dose curve; in most records, active means well fitted curve in the direction sought with a large enough effect; inconclusive means small, poorly fitted or top-dose-only effect, or another doubt; inactive means no such curve, though single readings can be large; an effect the other way counts as inactive or inconclusive. The list is partial. The share of hits here may be higher or lower than overall.

SMILES	APE1 inh	BLM inh	Pol kappa inh	Apoferritin bind	Pol iota inh	POLB inh	PGK inhibitor	POLH inh	RXFP1 antagonist
CN(C)CCn1c(COc2ccccc2)nc2ccccc21	x	x	1%	x	24%	x	-4%	-6%	-4
CN(C)C(=O)COc1ccc2cc(-c3ccccc3)c(=O)oc2c1	14%	1%	-1%	52%[activator]	15%	3%	7%	-11%	-2
COc1ccc(OCC(=O)Nc2ccc(C)cc2)cc1	1%	-1%	-5%	-7%	23%	0%	1%	-16%	-7
CCCCN1C(=O)C(=O)N(CC(=O)c2cc(C)n(C3CC3)c2C)C1=O	9%	x	-14%	x	46%[activator]	x	-1%	-18%	-3
O=C(CSc1nccn1-c1ccccc1)N1CCc2ccccc21	0%	2%	-1%	u	-4%	41%	i	-7%	-3
Cn1nc(-c2ccccc2)cc1NC(=O)c1cccs1	-7%	-9%	-3%	-8%	3%	23%	-5%	11%	5
CCOc1ccc(NC(=O)N2CCCC2C(=O)NCC2CCCO2)cc1 (stereo not drawn)	-2%	1%	-18%	-16%	17%	-12%	-1%	3%	4
O=c1[nH]c(-c2ccccc2)nc(-c2ccccc2)c1Cl	x	x	-8%	x	-13%[58.9 µM]	x	-5%	-18%	4
O=C1C2=C(CCCC2)C(=O)N1CNc1ccccc1	17%	-7%	4%	-6%	18%	1%	-11%	-4%	-5
Cc1ccc(-c2c(C(=O)N/N=C/c3sccc3C)nnn2-c2nonc2N)cc1	11%	-9%	-10%	-11%	-12%	16%	-1%	-8%	-33
Cc1cc(N2CCN(S(=O)(=O)c3ccc(Br)cc3)CC2)n2ncnc2n1	8%	-6%	-5%	5%	85%[activator]	4%	-1%	10%	6
CCOC(=O)n1c(=O)n(Cc2ccc(F)cc2)c2ccccc21	-11%	-4%	0%	-14%	32%[activator]	22%	6%	-26%	-32

Structures listed so far that contain four or more nitrogen atoms:
SMILES	APE1 inh	BLM inh	Pol kappa inh	Apoferritin bind	Pol iota inh	POLB inh	PGK inhibitor	POLH inh	RXFP1 antagonist
Cc1ccc(-c2c(C(=O)N/N=C/c3sccc3C)nnn2-c2nonc2N)cc1	11%	-9%	-10%	-11%	-12%	16%	-1%	-8%	-33
Cc1cc(N2CCN(S(=O)(=O)c3ccc(Br)cc3)CC2)n2ncnc2n1	8%	-6%	-5%	5%	85%[activator]	4%	-1%	10%	6

The list continues.
SMILES	APE1 inh	BLM inh	Pol kappa inh	Apoferritin bind	Pol iota inh	POLB inh	PGK inhibitor	POLH inh	RXFP1 antagonist
Cc1ccc(-n2c(=O)[nH]c3c(C(N)=O)nc(-c4ccc(C)o4)nc32)cc1	2%	-10%	4%	u	-6%	4%	-6%	u	-1
COc1ccc(-c2noc(Cn3cc(S(=O)(=O)N4CCCC4)ccc3=O)n2)cc1	22%	x	-8%	x	8%	x	0%	-1%	-8
COCCNc1nnc(SCC(=O)NNC(=O)c2ccccc2)s1	12%	-3%	6%	1%	-18%	25%	-8%	-8%	-2
O=C(NC1CCCCC1)c1cnn2c(C(F)(F)F)cc(-c3ccco3)nc12	7%	-7%	-34%	4%	8%	6%	-6%	u	1
O=C(Nc1nccs1)c1ccc2ccccc2c1	-16%	-1%	-13%	-17%	5%	13%	-5%	-5%	-5
Cc1csc(NC(=O)CN2C(=O)c3ccccc3C2=O)c1C(N)=O	2%	0%	10%	1%	20%	-23%	-8%	-6%	-3
Nc1o[nH]c(=O)c1Cc1ccccc1	5%	-2%	8%	-7%	5%	10%	-3%	0%	2
CNCCCOc1cc(C)cc(C)c1C	16%	2%	-5%	-5%	-4%	38%	0%	-11%	-3
Cc1cc(NC(=O)c2nn(C)c(C)c2Br)no1	-2%	-2%	4%	-4%	2%	u	-3%	8%	1
CCCCC(=O)OC1=C(C(=O)c2ccccc2)N(C)S(=O)(=O)c2ccccc21	x	-2%	3%	29%	0%	u	-3%	-19%	x
CN(C)S(=O)(=O)c1c(Cl)cccc1Cl	0%	2%	-5%	-14%	-17%[58.9 µM]	8%	-5%	1%	-1
COC(=O)CCCCCN1C(=O)NC(c2ccc(-c3ccccc3)cc2)C(C(=O)OCc2ccccc2)=C1C (stereo not drawn)	-1%&-7%	-8%&-1%	-16%	-2%&-4%	5%	9%	-9%	-8%	x
Cc1cccc(C(=O)Nc2ccc3nc(SCC(=O)N4CCCC4)sc3c2)c1	x	-5%	-8%	-9%	34%[activator]	0%	9%	-7%	-66*
Cc1ccc(Cl)cc1N1CCN(C(=O)CCCn2c(=O)[nH]c3ccc(Br)cc3c2=O)CC1	x	-8%	u	-1%	u	18%	0%	-10%	x
CCOc1ccc(OCC)c(NC(=O)CN2CCN(c3cccc(C)c3C)CC2)c1	-10%	-1%	-3%	-9%	-10%	-5%	-1%	-8%	1
Cc1nnc(SCCn2c(N3CCCC(C)C3)nc3c2c(=O)[nH]c(=O)n3C)s1 (stereo not drawn)	-3%	0%	-3%	-9%	-10%	-23%	i	-10%	-12
CC1CCN(c2nc3c(c(=O)n(C)c(=O)n3C)n2CCSc2ncccn2)CC1	2%	-1%	-21%	-5%	14%	-18%	-10%	0%	3
CC1=CC(=O)C(C(C)C)=C/C1=C(\c1cc(C(C)C)c(OP(=O)(O)O)cc1C)c1ccccc1C(=O)O	53%[activator]	2%	-20%	2%	51%[activator]	50µM*	-9%	79µM*	-7
CCCCOP(=O)(OCCCC)C1(NS(=O)(=O)c2ccccc2)C=CC(=O)c2ccccc21 (stereo not drawn)	-5%	-10%	-4%	u	u	0%	-7%	-16%	-23
O=C(CN(C(=O)c1csnn1)c1ccccc1F)NCc1ccc2c(c1)OCO2	-13%	1%	-6%	-6%	113%[activator]	0%	-9%	-18%	-6
COc1ccc(N(CCCN2C(=O)c3cccc4cccc(c34)C2=O)C(=O)c2cccnc2)cc1	-6%	3%	8%	-14%	46%[activator]	10%	i	-17%	6
O=C(Nc1nccs1)c1ccc(Cl)cc1[N+](=O)[O-]	0%	-5%	-8%	-18%	3%	6%	x	-6%	0
CCOc1c(S(=O)(=O)N2CCCC2)ccc(Cl)c1Cl	-4%	-7%	-9%	-10%	2%	8%	-9%	u	-9
O=C(NC1CC1)c1cc2c(s1)CS(=O)(=O)C2	-5%	2%	1%	-3%	65%[activator]	2%	i	-19%	0
COc1ccc(OC)c(NC(=O)CCNC(=O)Cn2cnc3ccccc3c2=O)c1	1%	0%&-4%	1%&-5%	-2%&-3%	-7%&22%	7%&7%	-6%&-4%	2%&-15%	4&-8
O=C(Nc1nnc(Cc2ccc(Cl)cc2)s1)c1ccco1	0%	0%	-8%	-9%	u	-25%	x	-6%	8
COc1ccccc1C(=O)Nc1ccc2c(C)cc(=O)oc2c1	-11%	-1%	-1%	-2%	83%[activator]	30%	-5%	-15%	-6
COc1ccc([N+](=O)[O-])cc1NC(=O)c1cn(-c2ccc(C)c(C)c2)c(=O)c2ccccc12	14%	1%	-8%	-3%	8%	30%	-5%	-18%	13
CC1(c2nnc(-c3cccc(Cl)c3)o2)CC(c2cccc(F)c2)=NO1 (stereo not drawn)	x	x	1%	x	-1%	x	3%	-8%	x
COc1ccccc1N1CCN(C(=O)c2noc(C)c2[N+](=O)[O-])CC1	33%	-2%	u	-2%	u	7%	6%	4%	11
CC(=O)N1c2c(cc(Br)cc2S(=O)(=O)NCc2ccc3c(c2)OCO3)CC1C (stereo not drawn)	2%	4%	0%	-10%	15%	0%	11%	-6%	1
CCOc1ccccc1CNC(=O)c1cc2n(n1)CCCN(Cc1ccc(C)cc1)C2=O	x	-3%	-12%[60.1 µM]	3%	u	-1%	i	-7%	-9
Cc1ccc(S(=O)(=O)CCc2ccccn2)cc1	-2%	-1%	-13%	-2%	6%	13%	-5%	-10%	-3
CSc1n[nH]c(NC2=CC(=O)CCC2)n1	0%	-2%	0%	-3%	9%	9%	-2%	-15%	-5
Cc1cc(C(F)F)n2ncc(C(=O)N3CCc4ccccc4C3)c2n1	11%	1%	-4%	-2%	7%	-1%	i	2%	-6
Cc1ccc(OCCCC(=O)Nc2ccc(S(=O)(=O)N3CCOCC3)cc2)cc1	-22%	x	-16%	x	11%	x	i	-12%	-2
O=C(Oc1ccccc1N1C(=O)C2CCCCC2C1=O)c1ccccc1 (stereo not drawn)	2%	-4%	-7%	-15%	18%	2%	-3%	3%	6
CC1CCCC(C)N1NC(=O)c1cccc(S(=O)(=O)N2CCc3ccccc32)c1 (stereo not drawn)	-2%	-5%	-5%	-11%	26%	-2%	-14%	0%	-12
COc1ccc(-c2nnc(SCC(=O)NCC3CCCO3)o2)cc1 (stereo not drawn)	1%	0%	4%	2%	9%	33%	-2%	-21%	-5
O=C(NCCc1ccccc1)C1CCCN(S(=O)(=O)c2cccc3nonc23)C1 (stereo not drawn)	0%	-1%	-1%	-10%	3%	6%	-8%	-11%	-1
Nc1nc(-c2ccc(Oc3ccccc3)cc2)cs1	11%	-11%	5%	-12%	-3%	3%	i	-16%	-1
COc1cccc(-c2nnc(SCCC(=O)O)n2C)c1	17%	6%	1%	3%	-9%[58.9 µM]	4%	-2%	-11%	-10
FC(F)(F)c1cc(-c2ccco2)nc(NCc2ccco2)n1	3%	-13%	u	-3%	u	u	4%	50µM*	-18
C[C@H](CO)N1C[C@H](C)[C@@H](CN(C)Cc2ccncc2)Oc2c(NC(=O)C3CCCCC3)cccc2C1=O	3%	x	3%	x	-13%	x	-2%	0%	x
CCN(C[C@H]1N[C@@](CC)(C(=O)OC)[C@H]2C(=O)N(Cc3ccccc3)C(=O)[C@@H]12)C(C)=O	11%	x	3%	x	-22%	x	-8%	-5%	x
O=C(c1ccccc1NS(=O)(=O)c1cccc([N+](=O)[O-])c1)N1CCCC1	14%	-1%	-5%	-8%	12%	26%	4%	-21%	-3
COCC(=O)N1CCC(Oc2ccc(C(=O)NC3CCOC(C)(C)C3)cc2)CC1 (stereo not drawn)	16%	-6%	-15%	-2%	21%	-5%	i	-1%	8

Source: PubChem BioAssay (National Center for Advancing Translational Sciences (NCATS))
